# Screening results deposited in PubChem by ICCB-Longwood Screening Facility, Harvard Medical School.
# PV pol inh: inhibitors of poliovirus RNA polymerase binding and polymerization | poliovirus polymerase elongation, fluorescence polarization; stronger effect = lower value | % elongation, % (compound at 16.7 µg/mL) | AID 588519 | P03300 | 150,000 tested, 0.66% active; in the data active = % elongation below about 90%; note: some results filed as inactive read as strong as hits
# Target sequence (P03300 1749-2209 limits assumed): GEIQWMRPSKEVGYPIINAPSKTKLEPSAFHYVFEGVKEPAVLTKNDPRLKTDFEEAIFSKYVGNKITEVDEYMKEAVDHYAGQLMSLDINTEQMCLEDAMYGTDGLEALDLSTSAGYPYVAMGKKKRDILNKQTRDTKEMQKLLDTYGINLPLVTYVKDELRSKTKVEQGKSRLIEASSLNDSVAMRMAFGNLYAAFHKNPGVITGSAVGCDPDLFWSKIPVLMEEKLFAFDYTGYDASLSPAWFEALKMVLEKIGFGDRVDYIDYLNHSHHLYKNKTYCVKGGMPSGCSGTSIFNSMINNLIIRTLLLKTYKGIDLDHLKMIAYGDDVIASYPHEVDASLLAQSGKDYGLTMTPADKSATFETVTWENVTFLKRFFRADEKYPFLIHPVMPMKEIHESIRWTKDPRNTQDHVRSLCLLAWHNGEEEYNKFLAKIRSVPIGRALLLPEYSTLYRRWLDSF
# PV pol inh FP z-score: recorded beside PV pol inh, whose call it bears; z-score; measured here: FP z-score; hits read low
# * marks the source's active call; other numbers are inactive results; & = joins results of further samples. This is a subset (hit frequency here may not be typical).
# Every second line gives: PV pol inh, PV pol inh FP z-score
CNC(C)C(=O)C12CC3CC(CC(C3)C1)C2 (configuration not stated)
→ 102.0, 0.1
CCn1nc(C)c(CCN(C)C(=O)Nc2cc(Cl)ccc2C)c1C
→ 110.0, 0.7
Cc1cc(C)cc(NC(=O)CN2CCN(S(=O)(=O)c3ccccc3)CC2)c1
→ 104.0, 0.4
CCOC(=O)c1c(-c2ccc(C)cc2)csc1NC(=O)c1ccc(C(C)(C)C)cc1
→ 101.0, -0.3
CCN(CC)CCCC(C)Nc1c2ccc(Cl)cc2nc2ccc(OC)cc12 (configuration not stated)
→ 66.0&66.0, -9.6&-10.5
CN(C)S(=O)(=O)c1ccc(C(=O)NCCC23CC4CC(CC(C4)C2)C3)cc1
→ 103.0, 0.4
CCOC(=O)c1sc(N)c(C#N)c1COC(=O)C1CSC2(C)CCC(=O)N12 (configuration not stated)
→ 82.0, -4.1
CCCS(=O)(=O)N1CC(=O)N(c2ccc(C)cc2)C(C)(C(=O)NC2CCCCCC2)C1 (configuration not stated)
→ 104.0, -0.5
CC(Sc1ccccc1)C(=O)NN=C1CCCC1 (configuration not stated)
→ 100.0, -0.5
CCNc1ccc(-c2nc3ccccc3[nH]2)cn1
→ 105.0, 0.5
O=C(CCC1N=C2c3ccccc3N=C(SCc3cccc(F)c3)N2C1=O)NCc1ccc(F)cc1 (configuration not stated)
→ 100.0, -1.5
CC(N)c1ccc(Br)cc1 (configuration not stated)
→ 100.0, -0.1
Cc1[nH]c(=O)[nH]c(=S)c1C#N
→ 105.0, 0.7
CC1CNCCN1S(=O)(=O)c1cccc2cnccc12 (configuration not stated)
→ 102.0&99.0, 0.3&0.1
CC1=C(C(=O)Nc2ccc(C)cc2C)C(c2ccc(Br)cc2)n2ncc(C(=O)Nc3cccc(C)c3)c2N1 (configuration not stated)
→ 108.0, 0.3
O=C(Cc1ccc2c(c1)OCCO2)Nc1ccc(-c2nnc3n2CCCCC3)cc1
→ 112.0, 1.6
N#Cc1ccc(-c2ccccc2)nc1SCCN1CCOCC1
→ 100.0, 0
CCc1ccc(NCc2cc3ccc(OC)cc3n(CC(=O)Nc3ccc(C)c(Cl)c3)c2=O)cc1
→ 107.0, 0.3
O=C(c1ccc2c(c1)N(Cc1ccccc1)C(=O)CS2=O)N1CCCCC1 (configuration not stated)
→ 101.0, -0.2
CCOC(=O)c1c(-c2ccccc2)oc2ccc(N(C(C)=O)S(=O)(=O)c3ccc(OC)cc3)cc12
→ 101.0, -0.1

# 3 of these compounds in another layout.
CCn1nc(C)c(CCN(C)C(=O)Nc2cc(Cl)ccc2C)c1C
  PV pol inh: 110.0
  PV pol inh FP z-score: 0.7
Cc1cc(C)cc(NC(=O)CN2CCN(S(=O)(=O)c3ccccc3)CC2)c1
  PV pol inh: 104.0
  PV pol inh FP z-score: 0.4
CCOC(=O)c1c(-c2ccc(C)cc2)csc1NC(=O)c1ccc(C(C)(C)C)cc1
  PV pol inh: 101.0
  PV pol inh FP z-score: -0.3

# (cont.)
# Every second line gives: PV pol inh, PV pol inh FP z-score
CCN1/C(=C2\C(=O)N(c3ccccc3)N=C2C)C=Cc2cc(OC)ccc21
→ 101.0, 0.2
Cc1nn(-c2ccccc2)c(C)c1CN=Cc1c(O)[nH]c(=O)[nH]c1=O
→ 99.0, -0.2
O=C(Nc1cccc(C(F)(F)F)c1)N1CCC(CN2CCOCC2)CC1
→ 103.0, 0.7
COc1ccc2c(c1)c1c(c(=O)n(-c3ccccc3C)c(=O)n1Cc1cccc(C(F)(F)F)c1)n2C
→ 109.0, 0.2
CN=C(Nc1cc(C)nn1CCC#N)c1ccccc1
→ 104.0, 0.2
Cn1c(CN2CCCC2)nc2cc(NS(=O)(=O)c3ccc(F)cc3)ccc21
→ 104.0, 0.4
Cc1cccc(CCNC(=O)c2cc3c(=O)n(C)c4ccccc4c3n2C)c1
→ 111.0, 0.8
CCN(C(=O)c1cc2c(s1)-c1ccccc1SC2)c1ccccc1
→ 104.0, 0.7
CC(Sc1nc(N)cc(=O)[nH]1)C(=O)Nc1ccc(S(N)(=O)=O)cc1 (configuration not stated)
→ 99.0, -0.5
c1ccc(-c2nnc(COc3ccc4ccccc4c3)o2)cc1
→ 103.0, 0.3
Cc1onc(-c2ccccc2)c1C(=O)NCC1COc2ccccc2O1 (configuration not stated)
→ 111.0, 0.9
O=C1Nc2ccccc2N(O)N1c1ccc(S(=O)(=O)Nc2ccccn2)cc1
→ 99.0, -0.9
COc1ccc2c(c1)CCCN2
→ 104.0, 0.8
Cc1ccc2c(C)c(C(=O)N(Cc3ccc(N(C)C)cc3)Cc3ccco3)oc2c1C
→ 105.0, -0.4
CC(=O)NCCNC(=O)CCCn1c(=O)[nH]c2ccsc2c1=O
→ 107.0, 0.6
CC(=O)N1NC(c2ccccc2)CC1c1ccccc1 (configuration not stated)
→ 104.0, 0
O=C(NCCc1ccc(Cl)cc1)c1ccc(CSCc2ccccc2Cl)o1
→ 111.0, 0.1
CCN(CC)c1ccc(C(=O)N=c2sc3ccccc3n2C)cc1
→ 99.0, -0.6
Cc1ccc(-c2nc(SCc3ccc(Br)cc3)n3[nH]c(=O)cc3n2)cc1
→ 94.0, -2.6
O=C(c1ccc(COc2ccccc2)o1)N1CCCC(c2nc3ccccc3s2)C1 (configuration not stated)
→ 98.0, -0.5
CCOC(=O)c1c(NC(=O)CSc2cn(CCNC(=O)c3c(F)cccc3F)c3ccccc23)sc2c1CCCC2
→ 108.0, 0.9
Ic1ccccc1/C=N/n1cnnc1
→ 103.0, 0.7
CN1C(=O)C[n+]2ccccc2C1C(=O)Nc1ccccc1 (configuration not stated)
→ 103.0, 0.4
O=c1c(Cl)c(N2CCN(c3ccccc3)CC2)cnn1-c1ccccc1
→ 103.0, 0.4
CCc1c(O)nc2ccccn2c1=O
→ 107.0, 0.5
COC(=O)c1ccc(C2N=C(c3ccccc3C)NO2)cc1 (configuration not stated)
→ 108.0, 0.7
N#Cc1ccc(-n2cnc3ccccc3c2=O)cc1C#N
→ 102.0, 0.4
CCOc1ccccc1CNC(=O)CCc1c(C)nn(-c2ccc(N3CCCCC3)nn2)c1C
→ 99.0, -1.5
Cc1cc(N2CCCCC2)nc2ccc(NC(=O)/C=C/c3ccc(OCCC(C)C)cc3)cc12
→ 105.0, 0.2
CC(=O)Nc1ccc(S(=O)(=O)N2CCC(NC(=O)Nc3cccc(F)c3)CC2)cc1
→ 100.0, -0.4
O=C(/C=C/c1ccco1)N1CCCSC1=Nc1ccccc1
→ 105.0, 0.3
Nc1ncnc2c1ncn2CCN1CCCCC1
→ 103.0, 0.5
CCc1ccc(-n2c(=O)c3sc4ccccc4c3n(CC(=O)NCc3ccccc3)c2=O)cc1
→ 103.0, -0.4
O=C(Cc1cccs1)Nc1ccc(-c2nnc(-c3ccccc3)o2)cc1
→ 101.0, 0.6
c1ccc2oc(CCCc3nc4ccccc4o3)nc2c1
→ 101.0, 0
COc1ccc(S(=O)(=O)N2CCN(c3cccc4[nH]ccc34)CC2)cc1OC
→ 102.0, 0.1
CN(CCC#N)c1ccc(/C=C(\C#N)C(=O)C(C)(C)C)cc1
→ 148.0, 5.1
COc1ccc(C(=O)OC2CCCCC2CN(C)C)cc1 (configuration not stated)
→ 101.0, -0.1
CNC(=O)CNC(=O)Nc1ccc(Cl)c(Cl)c1
→ 103.0, 0.2
Cc1cc(S(=O)(=O)n2ccnc2C(C)C)cc([N+](=O)[O-])c1C
→ 101.0, -0.7
O=C(CCCSc1nc2ccccc2[nH]1)N1CCN(CC(=O)N2CCCC2)CC1
→ 105.0, 0.4
O=C1CC(C(=O)N2CCc3ccccc32)CN1c1ccccc1 (configuration not stated)
→ 107.0, 1.7
COc1ccc(C(=O)CC(C#Cc2ccccc2)CC(=O)c2ccc(OC)cc2)cc1
→ 102.0, 0.2
c1coc(-c2nc(-c3cccs3)no2)c1
→ 106.0, 2.1
O=S(=O)(Nc1nc2n(n1)C(c1ccccc1)C=C(c1ccc(Cl)cc1)N2)c1ccccc1 (configuration not stated)
→ 84.0, -4.3
CCOC(=O)c1cccc2ncccc12
→ 99.0, -0.9
CNC(=O)NC(=O)C(C)N1CCN(c2ccccc2)CC1 (configuration not stated)
→ 106.0, 0.3
CCOc1ccccc1NC(=O)C(NCc1ccco1)c1ccccc1 (configuration not stated)
→ 105.0, 0.2
COc1cc(OC)c(NC(=O)c2c(C)oc3nc(C)nc(N4CCOCC4)c23)cc1Cl
→ 115.0, 1
Cc1cccc(C)c1NC(=O)Cn1c(=O)n(CCCS(=O)(=O)C2CCCCC2)c(=O)c2ccccc21
→ 108.0, -0.3
CCCCc1ccc(-n2nc3cc(C)c(NC(=O)c4ccc(C#N)cc4F)cc3n2)cc1
→ 109.0, 1.2
CCC(NC(=O)Nc1cc(Cl)c(OC)cc1OC)c1c(-n2cccc2)sc2c1CCN(C)C2 (configuration not stated)
→ 103.0, 0.6
O=C(O)CC1SC(=O)N(Cc2ccccc2)C1=O (configuration not stated)
→ 101.0, -0.3
CN1CCN(C(=O)C(C(=O)N2CCN(C)CC2)C23CC4CC(CC(C4)C2)C3)CC1
→ 101.0, -0.5
O=C(CSc1nc2ccccc2c(=O)n1Cc1ccco1)c1ccccc1
→ 101.0, -0.4
Cc1ccn2cc(CNC(=O)c3ccccc3)nc2c1
→ 102.0, -0.4
Cn1ccnc1SCc1cc(=O)c(OC(=O)c2ccccc2)co1
→ 102.0, -0.2
CCCCn1cnc2c(c1=O)c1nc3ccccc3nc1n2CC1CCCO1 (configuration not stated)
→ 103.0, 0.3
O=C(Nc1ccc2nc(SCC(=O)N3CCc4ccccc43)sc2c1)c1cccc(Cl)c1
→ 112.0, 1.2
Cc1ccccc1Nc1nnc(-c2ccc(C)c(S(=O)(=O)N3CCOCC3)c2)c2ccccc12
→ 107.0, 0.5

# The closing 4 entries of the part before lead into the next:
# Every second line gives: PV pol inh, PV pol inh FP z-score
Cn1ccnc1SCc1cc(=O)c(OC(=O)c2ccccc2)co1
→ 102.0, -0.2
CCCCn1cnc2c(c1=O)c1nc3ccccc3nc1n2CC1CCCO1 (configuration not stated)
→ 103.0, 0.3
O=C(Nc1ccc2nc(SCC(=O)N3CCc4ccccc43)sc2c1)c1cccc(Cl)c1
→ 112.0, 1.2
Cc1ccccc1Nc1nnc(-c2ccc(C)c(S(=O)(=O)N3CCOCC3)c2)c2ccccc12
→ 107.0, 0.5
CCc1ccccc1NC(=O)C(CC)Sc1nc2ccncc2[nH]1 (configuration not stated)
→ 102.0, 0.1
CC1CC(C(F)F)n2nc(C(=O)O)cc2N1 (configuration not stated)
→ 100.0, -1.1
COc1ccc2c(c1)CCc1c(C(=O)Nc3c(C)nn(Cc4ccc(Cl)c(Cl)c4)c3C)noc1-2
→ 103.0, -0.5
CC[C@H]1CN2CCC1C[C@H]2[C@H](O)c1ccnc2ccc(OC)cc12 (some centres not stated)
→ 102.0, 0.3
Cn1cc(-c2cc3n(n2)CCC(=O)N3CC(=O)O)c2ccccc21
→ 105.0, -0.6
CCOC(=O)c1ccc(CN(Cc2ccccc2C)S(=O)(=O)c2ccc3c(c2)OCCO3)cc1
→ 104.0, 0.9
O=C(c1noc2c1CCCC2)N1CCCCC1
→ 102.0, 0.6
CC1(C)CC(=O)C=C(Nc2ccc(N3CCOCC3)cc2)C1
→ 106.0, 1.6
CCS(=O)(=O)Nc1ccc(Cl)cn1
→ 102.0, 0.2
CCOC(=O)c1cnc2ccc(F)cc2c1NCc1cccnc1
→ 105.0, 0.2
Cc1ccc(N=C(C#N)C2=C(O)c3ccccc3C2=O)c(Cl)c1
→ 102.0, -0.1
CC(C)(CC(=O)O)CC(=O)Nn1c(=S)[nH]c2ccccc2c1=O
→ 102.0, 0
Cc1ccc2c(c1)=C(c1sc(=S)n(CC(=O)O)c1O)C(=O)N=2
→ 105.0, 0.7
CN1CCN(C(=S)C(=O)NCc2ccccc2)CC1
→ 98.0, -1.4
CC1(C)Cn2c(nnc2-c2ccccc2)S1
→ 100.0, -0.1
COc1cc(NC(=O)Cn2nc(Cc3cccnc3)c3ccccc3c2=O)cc(OC)c1OC
→ 105.0, 0.3
CC1=CC(=C(C#N)C#N)C=C(C)N1c1cccnc1
→ 104.0, 0.2
CCCNC(=O)C1CCN(C(=O)c2ccccc2Cl)CC1
→ 101.0, -0.4
CCOC(=O)Cc1c(C)nc2c(-c3ccccc3)c(C(F)(F)F)nn2c1C
→ 101.0, -0.3
COc1ccc(N2CCN(C=C3C(=O)NC(=O)NC3=O)CC2)cc1
→ 100.0, -0.7
Cc1ccccc1NC(=O)Nc1csc2c1CCCC2
→ 111.0, 0.3
Fc1ccc(CNc2nc3c(c(C(F)(F)F)n2)CCCCC3)cc1
→ 100.0, 0
CC1CC(=O)N(c2cc(C(F)(F)F)cc(C(F)(F)F)c2)C1=O (configuration not stated)
→ 103.0, 0.1
COC(=O)c1cc(-c2ccccc2)sc1NC(=S)Nc1ccn(C)n1
→ 101.0, 0.1
CCC(=O)Nc1ccc(-c2nn3c(CC)nnc3s2)cc1
→ 103.0, 0.8
CC(NC(=O)c1cccc(S(=O)(=O)N(C)C)c1)c1ccccc1 (configuration not stated)
→ 103.0, 0.7
C=CCc1c(C)nc(SC)nc1Nc1ccccc1
→ 104.0, 0.1
CCC(Sc1nnc(-c2ccc(OC)cc2)c(-c2ccc(OC)cc2)n1)C(=O)NC1CCCCC1 (configuration not stated)
→ 116.0, 1.4
Cc1cc(C)n(-c2nc3ccccc3nc2N2CCN(S(=O)(=O)c3ccc(F)c(C)c3)CC2)n1
→ 105.0, 1.2
O=C(Cn1nnc2ccccc2c1=O)NC1CCCCC1
→ 103.0, 0.4
CC(=O)Nc1cccc(NC(=O)c2c[nH]c(=O)n(-c3ccccc3)c2=O)c1
→ 100.0, -0.3
CC(/C(O)=C(\C#N)c1nc2ccccc2s1)N1C(=O)c2ccccc2C1=O (configuration not stated)
→ 70.0, -4
CC(C)NS(=O)(=O)c1ccc(N=Cc2c(O)n(C)c(=O)n(C)c2=O)cc1
→ 104.0, 0.2
Cc1ccc(-c2cc(C(F)(F)F)c3c(=O)[nH]c(N)nc3n2)cc1
→ 105.0, 0.4
O=C(O)c1cccc(NCc2cccnc2)c1
→ 100.0, 0
CCSc1ncc(Cl)c(C(=O)Nc2sc3c(c2C(=O)NC)CCCC3)n1
→ 122.0, 0.5
